ARNT-TACC3 inh: disruptors of human ARNT/TACC3 interaction; AID 623870; inhibition, % at 9.99 µM; actives 0.66% (n = 390,000); AlphaScreen His-ARNT PAS-B/GST-TACC3 binding, luminescence; TACC3 fragment carries E629A point mutation;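 active = mean inhibition of replicates at least 50% and at least half of replicates each reaching 50%; inconclusive = half or more replicates reach 50% but mean below 50%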;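 note: 0% = complete ARNT plus TACC3 wells and 100% = ARNT alone without TACC3; many hits fall short of the cut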
ERp5 block: ERp5 (human) disulfide isomerase inhibition; ERp5 insulin aggregation, absorbance 650 nm, 90 min; inhibition, % at 9.99 µM; actives 0.05% (n = 350,000); AID 651711;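 active = mean replicate inhibition above about 25%, with every replicate also reaching it, limit read from the data, passing the limit was not always enough; inconclusive = only one of those two criteria met; inactive = neither criterion met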
Target sequence (Q15084 whole entry, looked up): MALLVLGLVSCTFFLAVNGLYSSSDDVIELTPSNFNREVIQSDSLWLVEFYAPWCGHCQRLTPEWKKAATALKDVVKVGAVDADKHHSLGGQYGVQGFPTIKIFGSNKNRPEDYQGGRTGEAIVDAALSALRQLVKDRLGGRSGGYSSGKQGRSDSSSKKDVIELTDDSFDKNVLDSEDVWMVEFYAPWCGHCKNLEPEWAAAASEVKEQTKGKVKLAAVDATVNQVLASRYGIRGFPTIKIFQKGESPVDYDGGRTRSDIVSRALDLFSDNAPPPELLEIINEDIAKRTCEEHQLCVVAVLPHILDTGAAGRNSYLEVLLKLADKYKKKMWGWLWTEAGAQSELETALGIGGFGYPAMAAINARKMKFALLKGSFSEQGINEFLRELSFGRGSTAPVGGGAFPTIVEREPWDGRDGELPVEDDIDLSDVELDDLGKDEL
Statin myotox sup: protects C2C12 myotubes from simvastatin toxicity | actives 0.78% (n = 330,000) | ATP luminescence, 48 h; scaled: DMSO 0, geranylgeraniol control 100 | rescue of ATP level, % at 7.49 µM | AID 602340;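 active = mean ATP rescue above about 67%, or every replicate alone reaching that limit, limit read from the data, passing the limit was not always enough; inconclusive = no clear call, values can overlap the other calls; inactive = mean under the limit and some replicate under it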;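 note: myotubes were challenged with 10 µM simvastatin during compound exposure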
Cneo AK release: Cryptococcus neoformans lysis via adenylate kinase release. C. neoformans lysis, adenylate kinase release luminescence, 4 h; normalised: neutral wells 0, clomiphene wells 100. lysis activity, % at 15 µM. actives 0.2% (n = 360,000). AID 651654;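 active = mean lysis activity across replicates of at least 80%, whatever share of replicates individually reach that level; inactive = mean lysis activity below 80%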
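Assay system: log-phase C. neoformans yeast / Quantity: yeast cell density of 5 × 10^6 cells/mL / Medium: fresh YPD growth medium / Compound: single dose / Timing: static 4 h at 37 °C with compound, 1 h detection / Measured by: adenylate kinase release luminescence / Read-out: lysis from increased AK signal / Benchmarks: Clomiphene as positive lysis control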
esBAF inh: inhibitors of esBAF chromatin remodeling in mouse ES cells; Bmi1-luciferase knock-in reporter, 24 h; 100% = twice the neutral-well signal; reporter increase, % at 12.5 µM; actives 2% (n = 350,000); AID 602393; in the data active = activation above about 40%; inconclusive = no clear call, values can overlap the other calls;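 note: 0% = median of the plate's neutral control wells and 100% = double that signal; a rise in the Bmi1 reporter signal indicates esBAF inhibition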
miR122 inh: miR-122 inhibition in Huh7 cells; activation (reporter increase), % at 12.5 µM; AID 602342; Huh7 miR-122 Renilla luciferase sensor, 48 h; neutral wells = 0, positive control = 100; actives 0.3% (n = 340,000);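 active = mean replicate activation score at least 90 and every replicate individually at or above 90; inconclusive = only one of the two criteria met; inactive = neither criterion met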;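 note: higher luciferase means less miR-122 activity so hits act as miR-122 inhibitors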
SIRT5 block: blocks human SIRT5 desuccinylation of peptide. Q9NXA8. Purified SirT5, succinyl-peptide AMC, trypsin-coupled fluorescence. inhibition, % at 15 µM. actives 1.1% (n = 330,000). AID 652115; in the data active = inhibition above about 15%; inconclusive = no clear call, values can overlap the other calls
Target sequence (Q9NXA8 whole entry, looked up): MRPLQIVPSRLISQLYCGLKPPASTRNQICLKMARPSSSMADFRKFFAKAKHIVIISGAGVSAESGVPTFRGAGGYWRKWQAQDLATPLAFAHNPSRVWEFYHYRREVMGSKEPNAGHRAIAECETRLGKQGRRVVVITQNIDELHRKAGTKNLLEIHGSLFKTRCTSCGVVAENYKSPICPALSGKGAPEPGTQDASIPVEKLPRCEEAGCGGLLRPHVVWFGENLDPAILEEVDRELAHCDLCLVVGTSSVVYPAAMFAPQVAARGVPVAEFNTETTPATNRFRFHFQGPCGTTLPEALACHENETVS
An asterisk follows results filed as active; ? = inconclusive; . = no result given; & = joins results of further samples; [ ] = another dose, or the depositor's remark.

The line under a structure holds: ARNT-TACC3 inh | ERp5 block | Statin myotox sup | Cneo AK release | esBAF inh | miR122 inh | SIRT5 block
> COc1cc(C(=O)N(CCN(C)C)CC2CCCN(Cc3ccccc3F)C2)ccc1C (stereo unspecified)
 : 12 | -14 | -18 | 0 | 6 | . | -2
> O=C1CCC(C(=O)N(Cc2cccs2)C2(C(=O)NC3CCCCC3)CCCCC2)N1 (stereo unspecified)
 : 0 | -2 | . | . | . | . | 1
> CC(C(=O)O)N1C(=O)c2cccc3cccc1c23 (stereo unspecified)
 : -3 | . | -12 | -10 | 1 | 3 | .
> Cc1nnc(-c2ccccc2)nc1N1CCOCC1
 : 1 | . | . | 8 | -8 | 0 | .
> Cc1ccccc1C(=O)NNc1ccc(-c2csnn2)cc1
 : -4 | 3 | 7 | 7 | 0 | 0 | -5
> NC(=O)C1=C[C@H](c2csc3ccccc23)C[C@H](OCc2ccc(CO)cc2)O1
 : 22&16 | 0&7 | 6 | 45&-2 | 13 | -4 | 0&-6
> CN(Cc1cnn(-c2ccccc2)c1)C(=O)c1cccc(S(=O)(=O)Nc2ccccc2F)c1
 : . | 3 | 11 | 3 | 2 | 26 | .
> O=C(NCc1ccc(F)cc1)c1cccc(S(=O)(=O)N2CCOCC2)c1
 : -2 | 5 | 13 | 0 | -3 | 4 | 0
> Cc1ccc(C)c(S(=O)(=O)NCC(=O)Nc2sc3c(c2C(N)=O)CCC(C)C3)c1 (stereo unspecified)
 : 0 | . | -55 | -4 | -2 | 0 | .
> O=C(CCCc1ccccc1)Nc1cccc([N+](=O)[O-])c1
 : 9 | -1 | -11 | -7 | 31 | 2 | -2
> c1ccc(CSc2nnc(-c3ccccn3)n2-c2ccccc2)cc1
 : 33 | . | 107* | -4 | 1 | 13 | .
> O=C(Nc1ccc2oc(-c3ccncc3)nc2c1)c1cccs1
 : -2 | . | -11 | 6 | 33 | . | .
> CSc1ccc(CN2CCC(Cc3ccccc3)CC2)cc1
 : 4 | 1 | 3 | 9 | -2 | 4 | -3
> O=C(CCN1CCCCC1)c1ccc2c(c1)OCCO2
 : -12 | . | -26 | 3 | -9 | . | .
> C[C@H]1CN([C@@H](C)CO)C(=O)c2cc(NC(=O)Cn3cnnn3)ccc2O[C@@H]1CN(C)S(C)(=O)=O
 : -4 | -1 | . | -3 | -3 | 0[16.7 µM] | -2
> O=C(Cc1cccs1)Nc1ccccc1C(=O)O
 : -6 | . | -1 | 0 | 11 | 1 | .
> Cc1ccc2c(c1)C(c1ccc(F)cc1)N(C(=O)c1ccc(S(=O)(=O)N(C)C)cc1)CC(=O)N2 (stereo unspecified)
 : -1 | 2 | -10 | 1 | -4 | -14 | -1
> O=C(NC1CCCC1)C(Cc1ccccc1)n1cccc1 (stereo unspecified)
 : 1 | -5 | -10 | 23 | 3 | . | -7
> Cc1cc(C(=O)OCC(=O)N2CCOCC2)c2ccccc2n1
 : -5 | . | 3 | 1 | -9 | -6 | .
> CCC1CCCCN1C(=O)CSc1nc2c(c(=O)n(C)c(=O)n2C)n1C (stereo unspecified)
 : 4 | 3 | -2 | . | 0 | -7 | -5
> O=C(Cc1ccccc1)Nc1nc(-c2cccs2)cs1
 : . | -8 | . | 0 | 65* | -10 | -5
> CC(=O)Nc1cccc(C(=O)N/N=C/c2ccc(C)o2)c1
 : 11 | 1 | -9 | . | 8 | -3 | 5
> COc1cccc(CNC(=S)Nc2ccc(Cl)cc2C)c1
 : 3 | 0 | 13 | 7 | -13 | 22 | 0
> C[C@@H]1CN([C@@H](C)CO)C(=O)Cc2cc(NS(=O)(=O)c3cccs3)ccc2O[C@@H]1CN(C)C(=O)Nc1ccccc1
 : 8 | 9 | -1 | 0 | 5 | -8[16.7 µM] | -1
> CC(=O)Nc1ccc(S(=O)(=O)NNC2=NS(=O)(=O)c3ccccc32)cc1
 : -1 | -7 | . | 1 | . | 2 | 1
> COc1cc2cc(CN(CCc3ccccc3C)C(=S)NCCCN3CCOCC3)c(=O)[nH]c2cc1OC
 : -10 | -6 | . | . | . | . | -4
> COc1ccc(C(=O)Nc2ccc(S(=O)(=O)Nc3nccc(C)n3)cc2)cc1[N+](=O)[O-]
 : 2 | -1 | 2 | -1 | -6 | -6 | -1
> N#Cc1ccccc1S(=O)(=O)N1CCN(C(=O)c2ccc(-n3cncn3)c([N+](=O)[O-])c2)CC1
 : -1 | 13 | 8 | 0 | 1 | -2 | -5
> Cc1ccc(OC(F)F)c(NC(=O)Nc2ccc3c(c2)OCO3)c1
 : -4 | -7 | -3 | 2 | 8 | . | 1
> O=C(NCC[C@@H]1CC[C@@H](NC(=O)Nc2cc(F)ccc2F)[C@@H](CO)O1)Nc1ccc(Cl)cc1
 : 0 | -1 | -6 | -6 | ? | . | -2
> COc1ccc2[nH]c(=O)c(CNc3ccc(C)c(C)c3)cc2c1
 : 3 | . | 100* | 1 | 34 | -4 | .
> COc1ccc2cc(C3=CC(=O)CCC3)ccc2c1
 : -4 | 2 | -2 | -2 | -5 | -7 | .
> CO[C@H]1CN(C)C(=O)c2cc(NC(=O)C3CC3)ccc2OC[C@@H](C)N(C(=O)c2ccccc2F)C[C@@H]1C
 : 12 | 6 | -14 | -7 | -2 | . | 0
> CC(=O)Nc1cncc(-c2cccc(C(=O)NCCN(C)C)c2)n1
 : . | 4 | -4 | 3 | 1 | -2 | 4
> Cc1onc(-c2ccccc2)c1C(=O)NC(C)C1CCCO1 (stereo unspecified)
 : 22 | . | . | -4 | 6 | -2 | .
> COC(=O)c1c(C)[nH]c(C(=O)OC(C)C(=O)NC2CCCCC2C)c1C (stereo unspecified)
 : . | -1 | -5 | 1 | -5 | -2 | -3
> CCn1c(SCC(=O)N/N=C/c2cc(OC)c(OC)c(OC)c2)nc2ccccc21
 : 2 | -1 | . | . | . | . | 2
> CC1CCCC(C)N1CC(O)COC1CCC(C(C)(C)C)CC1 (stereo unspecified)
 : -3 | 4 | 15 | -10 | -17 | -17 | -4
> CC(C)CNc1nnnc2c1sc1nc(N3CCOCC3)c3c(c12)CCCC3
 : -12 | -2 | . | . | . | . | -1
> O=c1[nH]n2c(C(F)(F)F)cc(C3CC3)nc2c1N=Nc1ccccc1
 : 2 | 5 | . | . | . | 2 | -2
> CC(=O)N1[C@H](C)C=C[C@]1(Cc1ccccc1)C(=O)O
 : 0 | 0 | -1 | 0 | -1 | 5 | .
> N#Cc1cccc(NC(=O)c2ccc(S(=O)(=O)N3CCOCC3)cc2)c1
 : . | 7 | -3 | 1 | -4 | . | 5
> Nc1nc2c(ncn2[C@@H]2O[C@H](CNCc3cnc(N4CCOCC4)nc3)[C@@H](O)[C@H]2O)c(=O)[nH]1
 : . | -7 | 1 | 1 | 3 | -3 | -1
> Cn1cc(/C(Cc2ccccc2)=N\O)c2ccccc21
 : -1 | . | . | 0 | 8 | 27 | .
> COCC(C)NC(=O)Cc1ccc(Cl)cc1 (stereo unspecified)
 : -4 | -1 | . | . | . | . | -6
> O=C1c2ccccc2C(=O)c2c([N+](=O)[O-])ccc(O)c21
 : -1 | 3 | . | -1 | . | -3 | -3
> Nc1nonc1-n1nnc(C(=O)N/N=C/c2ccc(O)cc2)c1CN1CCCCCC1
 : . | 4 | 9 | 1 | 33 | . | .
> COc1ccccc1OCC(=O)N1CCCCCC1
 : . | 0 | 12 | 14 | 1 | 1 | -6
> CC(Sc1ccccc1)C(=O)N(CCC#N)Cc1cccnc1 (stereo unspecified)
 : -8 | 2 | . | . | . | . | -2
> CC(C)(C)C(=O)c1sc(Nc2ccccc2)nc1N
 : 0 | -1 | -42 | -7 | 57* | 4 | 2
> COc1ccc(CN(C(=O)c2snc(C(N)=O)c2N)C(C(=O)NC2CCCC2)c2cc(OC)ccc2OC)cc1 (stereo unspecified)
 : 6 | 5 | -13 | . | 2 | 25 | -1
> Cc1ccc(S(=O)(=O)N2[C@@H](c3ccc(Cl)cc3)C(C(=O)O)=CC[C@H]2c2cccs2)cc1
 : -3 | 4 | 2 | 1 | 11 | 1 | .
> Cc1cc(C(F)F)n2ncc(C(=O)NCCc3ccccc3Cl)c2n1
 : -4 | . | . | 0 | . | -33 | .
> O=C(/C=C/c1ccccc1)c1ccccc1O
 : 3 | . | 0 | 2 | 15 | -5 | .
> C[C@]12C(=O)N(c3ccc(F)cc3)C(=O)N1[C@H]1c3ccccc3OC[C@@H]1[C@H]2c1ccccc1
 : 1 | -1 | 8 | 5 | -3 | -1 | .
> COc1ccc(CNC(=O)c2cnccn2)cc1
 : -2 | . | -7 | 0 | -2 | -2 | .
> O=C1CSC(=Nc2cc(Cl)ccc2Cl)N1
 : -1 | -3 | 56 | . | -4 | -12 | -2
> O=C(Cc1ccccc1Cl)NCCCn1ccnc1
 : 1 | . | . | 3 | . | -6 | .
> CC(=O)c1sc(NC(=O)CCN2C(=O)C3CC=CCC3C2=O)nc1-c1ccccc1 (stereo unspecified)
 : . | -2 | -6 | . | -5 | . | 2
> Cc1ccc(S(=O)(=O)NCCCCCC(=O)Nc2c(C)n(C)n(-c3ccccc3)c2=O)cc1
 : 0 | 4 | 5 | 2 | -7 | -16 | -1

Continuation.
The line under a structure holds: ARNT-TACC3 inh | ERp5 block | Statin myotox sup | Cneo AK release | esBAF inh | miR122 inh | SIRT5 block
> COc1ccc(NC(=O)CN2CCc3ccccc3C2)c(OC)c1
 : -2 | 2 | -3 | -1 | 4 | . | 0
> CCOc1ccc(C(=O)OCC(=O)NCCCc2ccccc2)cc1
 : -3 | 0 | -7 | 0 | -2 | . | -1
> CNS(=O)(=O)c1ccc(NC(=O)c2cncc(Br)c2)cc1
 : 1 | 5 | -10 | 1 | 10 | 5 | -5
> COCC(=O)Nc1ccc2c(c1)C(=O)N(C)[C@H]1CC[C@@H](CC(=O)NCc3cccc(F)c3)O[C@H]1CO2
 : 11 | . | -1 | 2 | 5 | 62[16.7 µM] | .
> C=CCNc1nc(C)c(CNc2c(C)cc(C)cc2C)nc1C#N
 : -2 | -1 | -14 | 0 | -6 | -3 | -2
> CCOc1ccc(C2C(C(=O)c3ccc(C)o3)=C(O)C(=O)N2c2nc(C)c(C(=O)OC)s2)cc1 (stereo unspecified)
 : 6 | 3 | 2 | -2 | 27 | 3 | 6
> COc1ccc(/C(C)=N/NC(=O)CNC(=O)c2cccs2)cc1OC
 : 2 | -1 | -2 | 0 | 1 | -4 | 1
> CNC[C@@H]1Oc2c(NC(=O)c3ccncc3)cccc2C(=O)N([C@H](C)CO)C[C@H]1C
 : -1 | 4 | 3 | -1 | -3 | -12[16.7 µM] | -2
> CCn1nc(C)c(CN2CCc3c([nH]c4ccccc34)C2C(C)(C)C)c1C (stereo unspecified)
 : 11 | 2 | 29 | . | -3 | 6 | -2
> C[C@@H]1CN([C@H](C)CO)C(=O)Cc2cc(NC(=O)Nc3cccc4ccccc34)ccc2O[C@@H]1CN(C)S(=O)(=O)c1ccc(F)cc1
 : 5 | 13 | 53 | -8 | -1 | 2[16.7 µM] | 6
> COc1ccc(C#Cc2ccc3c(c2)[C@@H]2[C@@H](CCN2C(=O)c2cnccn2)[C@@H](CO)N3)cc1
 : 15 | . | 4 | -13 | -1 | 1[16.7 µM] | .
> COC(=O)Cn1ncc(N(C)Cc2ccccc2)c(Cl)c1=O
 : -5 | 1 | 1 | 9 | 28 | -6 | 1
> CCNC(=S)NNC(=O)c1csc2ccccc12
 : 3 | . | -9 | -1 | 1 | . | .
> Cc1ccc2cccc(OCCCOc3ccccc3CO)c2n1
 : 1 | 5 | -1 | 1 | 11 | 0 | 1

2 records drawn at random from those above:
The line under a structure holds: ARNT-TACC3 inh | ERp5 block | Statin myotox sup | Cneo AK release | esBAF inh | miR122 inh | SIRT5 block
> CCOc1ccc(C(=O)OCC(=O)NCCCc2ccccc2)cc1
 : -3 | 0 | -7 | 0 | -2 | . | -1
> CNC[C@@H]1Oc2c(NC(=O)c3ccncc3)cccc2C(=O)N([C@H](C)CO)C[C@H]1C
 : -1 | 4 | 3 | -1 | -3 | -12[16.7 µM] | -2

High-throughput results from PubChem.
